H9c2 TAG inh: reduces triacylglycerol accumulation in H9c2 cells; Nile Red lipid (TAG) fluorescence; cells loaded with 200 µM oleic acid; inhibition, % at 12.5 µM; 230,000 tested, 0.66% active; AID 651582;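 active means pattern-corrected inhibition of lipid staining of at least 50% with the nuclear-stain viability signal not falling by more than 50%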;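 further: 0% = DMSO wells and 100% = triacsin C control wells; some results filed as inactive read as strong as hits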
H9c2 TAG inh DAPI viability: also measured in H9c2 TAG inh; calls as there; DAPI nuclei signal change (viability), lower = more cytotoxic, %;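 whole-well DAPI fluorescence read on a plate reader as a viability signal; minus 50 percent equals half of cells still viable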
The depositor's hits bear a star.

SMILES	H9c2 TAG inh	H9c2 TAG inh DAPI viability
O=c1[nH]c(/C=C/c2ccc([N+](=O)[O-])cc2)c([N+](=O)[O-])c(=O)[nH]1	0	3
Cc1ccc(S(=O)(=O)N2CCN(C(=O)CCOc3cc(C)ccc3C)CC2)cc1	6	-3
COC(=O)CCN1CCC2CC1c1cc(Cl)ccc12 (stereo not drawn)	0	3
O=C1CSC(=S)N1c1ccccc1	5	6
CC(C)c1onc(C(=O)N2CCN(c3ccccc3)CC2)c1[N+](=O)[O-]	0	5
CCO[C@H]1OC(C(=O)NC2CC2)=C[C@@H](c2coc3ccccc3c2=O)[C@@H]1CCCO	-21	3
COC(=O)N/N=C(\C)c1cccc(C(F)(F)F)c1	1	-6
C[C@@H]1C=C(C(=O)NCc2ccccc2)O[C@H](OCc2ccc(CO)cc2)C1	15	-1
OCCNCCOc1ccccc1-c1ccccc1	9	4
CCN(CC(=O)Nc1ccc(S(=O)(=O)N2CCCC2)cc1)CC(=O)Nc1ccccc1C(F)(F)F	-42	-1
Cc1ccc(C(=O)O/N=C(\N)c2ccc(Br)cc2)cc1	6	-10
O=C(COc1ccc(Br)cc1CO)Nc1ccccc1	-30	4
Cn1nccc1NS(=O)(=O)c1ccc(C(C)(C)C)cc1	-4	14
CCOc1ccc(NC(=O)C2CCCN2C(=O)OCc2ccccc2)cc1 (stereo not drawn)	-9	4
Clc1ccc(SCCOCCN2CCCCCC2)cc1	-11	14
O=C(Cn1c(=O)oc2cc(S(=O)(=O)N3CCCC3)ccc21)N1CCN(c2ccccn2)CC1	-4	-3
Oc1c(C(c2ccccc2)N2CCCCC2)ccc2ccccc12 (stereo not drawn)	14	5
O=C(Cc1cccc(NC(=O)C2CCCN(C(=O)c3ccccc3)C2)c1)Nc1cccc(C(=O)N2CCCCC2)c1 (stereo not drawn)	27	14
O=C(NC(=S)Nc1ccc(Cc2ccncc2)cc1)c1ccc(F)cc1	-7	-2
Cn1c(SCC(=O)NNC(=O)Nc2ccccc2)nnc1-c1ccccc1	0	-1
COc1ccc(C(=O)Nc2ccccn2)cc1S(=O)(=O)N1CCOCC1	-7	2
O=C(C1CCCO1)N1CCN(c2ncccn2)CC1 (stereo not drawn)	22	-4
CC(C)c1nc(SCC(=O)Nc2ccc(N(C)C)cc2)c2ccccc2n1	2	-6
CC1CN(C(NC(=O)c2ccccc2)C(Cl)(Cl)Cl)CC(C)O1 (stereo not drawn)	-2	-6
O=C(c1ccco1)c1cn(CC(=O)N2CCCC2)c2ccccc12	-10	7
Going on with the list:
SMILES	H9c2 TAG inh	H9c2 TAG inh DAPI viability
CCc1cc2c(cc3c(=O)n(CC(=O)NCCCN(CC)CC)nc(CC)n32)s1	10	10
CCC1=C(OC(=O)N(CC)CC)N2C(=O)OC(=NCCOC)[C@]2(Cc2ccccc2)[C@H]2C1=CC[C@H]1C(=O)NC(=O)[C@H]12	7	-7
O=c1c2cnn(-c3ccccc3)c2ncn1Cc1cccc(Cl)c1	-7	6
COCc1cc(=O)n2[nH]c(SC)nc2n1	10	4
O=C(NCc1cccc2ccsc12)c1cccs1	-14	8
CN(Cc1ccc(Cl)cc1)C(=O)COC(=O)c1ccc(-c2ccc(O)cc2)cc1	-1	2
CS/C(=C\[N+](=O)[O-])Nc1ccccc1	3	0
CCCC(=O)NCCc1nc2ccccc2n1C	-8	7
O=C(Nc1nccs1)c1ccc(NC(=O)C2CC=CCC2C(=O)O)cc1 (stereo not drawn)	-1	6
COc1cccc(S(=O)(=O)N(C)C[C@H]2OCc3cnnn3CCCC(=O)N([C@H](C)CO)C[C@@H]2C)c1	-3	-8
S=C(NCc1ccccc1)NCc1ccccc1Cl	1	5
O=C(CSc1nnc(CNC(=O)c2c(F)cccc2F)o1)NCC1CCCO1 (stereo not drawn)	2	-5
O=C(NCCNc1ccc([N+](=O)[O-])cc1)c1ccc(Cl)cc1	-19	-4
O=C(NCCCN1CCOCC1)c1ccc(N2CCOCC2)c([N+](=O)[O-])c1	5	5
CCOC(=O)C(Cc1c[nH]c2cc([N+](=O)[O-])ccc12)(NC(C)=O)C(=O)OCC	-16	1
Cc1nnsc1C(=O)Nc1cccc(Cl)c1C	11	-2
CC(=O)c1ccc(NC(=O)c2cc(C)nc3ccccc23)cc1	0	-1
NNC(=O)CNc1cccc(Cl)c1	13	11
Cc1cc(C)c(S(=O)(=O)NC(CC(=O)O)c2cccc([N+](=O)[O-])c2)c(C)c1 (stereo not drawn)	3	-4
COC(=O)c1cn(NC(=O)CC2CCCCC2)c(=O)c2ccccc12	-1	-7
Cc1cc(C)n2nc(NCc3cccc(Br)c3)nc2n1	10	13
CCOC(=O)c1sc(=NC(=O)c2cccs2)n(C)c1C	11	-3
CC(C)(C)c1cc(Cl)c(O)c(NC(=S)NC(=O)c2cccnc2)c1	-4	15
CSc1nc(C)c(Oc2ccccc2)c(=O)n1C	3	5
Cc1ccc(C(=O)N(CCN(C)C)CC2CCCN(Cc3ccccc3F)C2)cc1C (stereo not drawn)	8	7

Fetched by compound from the entries so far:
SMILES	H9c2 TAG inh	H9c2 TAG inh DAPI viability
CCc1cc2c(cc3c(=O)n(CC(=O)NCCCN(CC)CC)nc(CC)n32)s1	10	10
O=C(NCCNc1ccc([N+](=O)[O-])cc1)c1ccc(Cl)cc1	-19	-4
CCC1=C(OC(=O)N(CC)CC)N2C(=O)OC(=NCCOC)[C@]2(Cc2ccccc2)[C@H]2C1=CC[C@H]1C(=O)NC(=O)[C@H]12	7	-7
CCCC(=O)NCCc1nc2ccccc2n1C	-8	7
CC(=O)c1ccc(NC(=O)c2cc(C)nc3ccccc23)cc1	0	-1

Next section.
SMILES	H9c2 TAG inh	H9c2 TAG inh DAPI viability
Cc1n[nH]c(=S)n1/N=C/c1ccc(-c2ccccc2[N+](=O)[O-])o1	-1	-4
CCN(CC)CCCNC(=O)Cn1cnc2ccc(S(=O)(=O)N3CCC(C)CC3)cc2c1=O	10	-10
CCCc1nc(N2CCOCC2)c(C#N)c2c1CCCC2	16	-18
COc1ccccc1NC(=O)Nc1nc(C(N)CC(C)C)cs1 (stereo not drawn)	32	-7
CC(C)(C)c1csc(NC(=O)c2ccccc2O)n1	-17	10
Cc1cc2n(n1)C(c1ccco1)Nc1ccccc1-2 (stereo not drawn)	-4	14
O=C(Nc1nccs1)c1ccc(COc2ccccc2Cl)o1	-7	8
O=C(CCn1nc(-c2ccc(Cl)cc2)c2ccccc2c1=O)NCC1CCCO1 (stereo not drawn)	-21	4
Cc1cc(C(=O)CSc2nnc(NCc3ccccc3)s2)c(C)n1C	51*	-23*
CC(C)C[C@H]1CN([C@@H](Cc2ccc(O)cc2)CN2CCC[C@@H]2CN2C(=O)C(=O)NC[C@@H]2Cc2ccccc2)C(=O)C(=O)N1CC1CCCCC1	-4	-1
COC(=O)c1ccc(NC(=O)Nc2ccc3c(c2)OCO3)cc1	-1	-18
OC(C#CCCN1CCCCC1)(c1ccccc1)C1CCCCC1 (stereo not drawn)	-16	1
CCN1CCN(c2ccc(S(=O)(=O)N3CCCCC3)cc2NC(=O)c2cccc(Cl)c2)CC1	5	8
Cc1[nH]c2ccccc2c1/C=C/c1nc2ccccc2c(=O)[nH]1	43	-6
O=C(NC1CCCN(Cc2ccc(Cl)cc2)C1)c1c(F)cccc1F (stereo not drawn)	-13	1
COc1ccc(OCC(=O)Nc2cc(S(=O)(=O)N3CCCC3)ccc2Cl)cc1	7	8
CC1CCN(C(=O)C2CCCCN2S(=O)(=O)c2cccc([N+](=O)[O-])c2)CC1 (stereo not drawn)	-10	-4
CC1Cc2nc(SCC(=O)c3ccccc3)n(Cc3ccccc3)c(=O)c2S1 (stereo not drawn)	-34	-6
Cc1nn(CC(=O)OCC(=O)Nc2cccc(S(N)(=O)=O)c2)c(C)c1[N+](=O)[O-]	-13	-2
Cc1ccc(S(=O)(=O)N2C[C@H]3[C@H]4C(=O)N(c5ccccc5)C(=O)[C@H]4C[C@H](OC(=O)NCc4ccccc4F)[C@@]3(O)C2)cc1	5	0
CCOC(=O)c1c(N)sc(C(=O)N2CCCCC2)c1C	-1	-4
O=C(Nc1ccc(C(=O)N2CCCCC2)cc1)c1ccccc1	13	-7
O=C(c1cccc(C(F)(F)F)c1)N1CCOC12CCN(c1ncc(C(F)(F)F)cc1Cl)CC2	1	12
COc1ccc(Cl)cc1NC(=O)CN(C)C(=O)C1CC(=O)N(Cc2ccc(C)cc2)C1 (stereo not drawn)	11	6
COc1ccc(CNC(=O)c2coc(=O)c3ccccc23)c(OC)c1	-11	9
The results go on.
SMILES	H9c2 TAG inh	H9c2 TAG inh DAPI viability
CC(Sc1nc2ccccc2n1C)C(=O)Nc1ccc(N2CCOCC2)cc1 (stereo not drawn)	-18	6
O=C1C(=O)N(CCN2CCOCC2)C(c2ccc([N+](=O)[O-])cc2)/C1=C(/O)c1ccc2c(c1)OCO2 (stereo not drawn)	-15	7
COc1ccc(CN(C)CCCn2cnc3c(SC)ncnc32)cc1OC	-2	7
Cc1oc(-c2cccs2)nc1CNC[C@H]1O[C@@H](n2cnc(C(N)=O)n2)[C@H](O)[C@@H]1O	-10	8
CC(C)(C)OC(=O)C[C@H]1C/C=C\C[C@@H](CC(=O)N(CCO)Cc2ccccc2)C(=O)N[C@H](C(C)(C)C)COC1=O	20	1
O=C(O)C=Cc1c[nH]c2nccnc12	-4	-4
COC(=O)c1ccc(NC(=S)NN2CCCCC2c2cccnc2)cc1 (stereo not drawn)	1	-11
COc1ccc(Cn2c(=O)[nH]c3cc(C(=O)NCCCN4CCCCCC4)ccc3c2=O)cc1	14	10
COC(=O)C[C@@H]1C[C@@H]2c3cc(NS(=O)(=O)c4ccc(F)cc4)ccc3O[C@@H]2[C@H](CO)O1	9	2
Nc1c(C(=O)NC2CCCCC2)nsc1C(=O)OCC(=O)NC1CCCCC1	24	-2
CC(C)Oc1ccc(C2CC(=O)NC2=O)cc1 (stereo not drawn)	-6	-5
CCOc1ccc(/C=C/C(=O)OCC(=O)c2ccccc2OC)cc1OC	9	-8
N/C(=N\OC(=O)COc1ccc(Br)cc1)c1cccc([N+](=O)[O-])c1	2	3
O=C1c2ccccc2NC(c2ccc(-c3cccs3)o2)N1O (stereo not drawn)	4	21
CC(C)n1cnnc1SCC(=O)NNC(=O)COc1ccc(Cl)cc1	-8	2
O=C(O)c1ccc(N/N=C/c2ccc(-c3ccc(Cl)cc3Cl)o2)cc1	53*	32*
CC1ON=C(c2ccccn2)N(Cc2ccc(S(C)(=O)=O)cc2)C1=O (stereo not drawn)	6	-1
O[C@@H]1CN(Cc2cccs2)[C@@H](c2ccccc2)C[C@H]1n1cc(C2CC2)nn1	6	-3
COc1ccc(CCN2CC(C(=O)OCC(=O)Nc3c(C)nn(-c4ccccc4)c3C)CC2=O)cc1OC (stereo not drawn)	7	-2
OCC1(CCCc2ccccc2)CCN(Cc2ccc(F)cc2)CC1	1	6
COc1ccc(SCCN2CC[C@@H](O)CCC2=O)cc1	12	-5
CC(C)(C)c1ccc(OCCC(=O)NNC(=O)c2ccncc2)cc1	-17	2
Cc1cc(C)c2nc(SCC(=O)NNC(=O)c3ccco3)c(C)cc2c1	-14	10
COc1ccc(-c2nc3n(c2C)Cc2ccccc2-3)cc1	-5	7
Cc1ccc(C)c(S(=O)(=O)N2CCN(C(=O)CSc3ccccc3)CC2)c1	-10	8
New compounds follow
SMILES	H9c2 TAG inh	H9c2 TAG inh DAPI viability
Nc1nc(CSCCO)nc(Nc2ccc(F)cc2)n1	1	4
COc1ccc(N2CCN(C(=O)C3CCCN(S(=O)(=O)c4c(C)noc4C)C3)CC2)cc1 (stereo not drawn)	-5	9
COc1cc(/C=C/C(=O)OCC(=O)NCCC2=CCCCC2)cc(OC)c1OC	-21	-1
CC(OC(=O)Cn1[nH]c(=O)c2ccccc2c1=O)C(=O)Nc1ccc(F)cc1Cl (stereo not drawn)	-22	1
O=C(N/N=C\c1cc2c(cc1[N+](=O)[O-])OCO2)c1cccs1	-3	12
Nc1cc(S(=O)(=O)c2ccc(O)c(N)c2)ccc1O	-9	4
CCOc1ccc(S(=O)(=O)N(C)CC(=O)N2CCCC2)cc1	-6	-1
Cc1ccccc1-c1cc2nc(NCc3ccc(N(C)C)cc3)n(C)c(=O)c2s1	-3	0
Cc1cc(-c2nnc3sc(-c4ccc(Cl)cc4Cl)nn23)n[nH]1	26	-12
CCOC(=O)CSc1nnc(SCCN2C(=O)c3ccccc3C2=O)s1	0	-17
CCCCN(Cc1cc2cccc(C)c2[nH]c1=O)S(C)(=O)=O	-5	1
NS(=O)(=O)c1ccc(CNC(=O)c2cc(S(=O)(=O)N3CCOCC3)c(Cl)cc2Cl)cc1	4	-3
Cc1ccc(N2C(=O)c3n[nH]c(C)c3C2c2cccnc2)cc1 (stereo not drawn)	-10	7
C/C(Cl)=C\Cn1c(Nc2ccccc2)nc2c1c(=O)n(C)c(=O)n2C	12	-2
COC(=O)CCC(=O)OC1(C)C(=O)C=C2C=C(C3CC3)N(CC3CC3)C=C2C1=O (stereo not drawn)	-7	3
COC(=O)CN1C(=O)[C@H]2[C@@H](c3ccc(C)o3)N3C(=O)CN(CCO)C(=O)[C@@]3(C)[C@H]2C1=O	-3	0
CC1(NS(=O)(=O)c2ccc(Cl)s2)CCS(=O)(=O)C1 (stereo not drawn)	-1	5
CCOC(=O)N1CCN(Cc2nc(N)nc(Nc3ccc(C)cc3C)n2)CC1	-1	4
CCN(CC(=O)NCc1cccs1)C(=O)/C=C/c1ccc(OC)cc1OC	-1	-5
CCC(=O)c1c(NC)cc(C)oc1=O	-5	2

6 entries from above, bar-delimited:
structure | H9c2 TAG inh | H9c2 TAG inh DAPI viability
O=C(N/N=C\c1cc2c(cc1[N+](=O)[O-])OCO2)c1cccs1 | -3 | 12
NS(=O)(=O)c1ccc(CNC(=O)c2cc(S(=O)(=O)N3CCOCC3)c(Cl)cc2Cl)cc1 | 4 | -3
COc1ccc(N2CCN(C(=O)C3CCCN(S(=O)(=O)c4c(C)noc4C)C3)CC2)cc1 (stereo not drawn) | -5 | 9
Cc1cc(-c2nnc3sc(-c4ccc(Cl)cc4Cl)nn23)n[nH]1 | 26 | -12
Cc1ccc(N2C(=O)c3n[nH]c(C)c3C2c2cccnc2)cc1 (stereo not drawn) | -10 | 7
COC(=O)CN1C(=O)[C@H]2[C@@H](c3ccc(C)o3)N3C(=O)CN(CCO)C(=O)[C@@]3(C)[C@H]2C1=O | -3 | 0

These rows are one share of the data; rates above refer to the full screens.
